Screening data: PubChem, National Center for Advancing Translational Sciences (NCATS)
Sm TGR inh: qHTS Assay for the Inhibitors of Schistosoma Mansoni Peroxiredoxins. Schistosoma mansoni thioredoxin glutathione reductase (TGR), Q962Y6. purified TGR, DTNB reduction, TNB absorbance 405 nm. Potency, µM (doses to about 114 µM), for the others: top-dose activity change, negative = inhibition, usual class: inhibitors. actives 3% (n = 360,000); also: potency is read from the fitted curve at half-maximal effect; % is scaled to controls: 0 for no effect and ±100 for the full control effect; nearly all actives have a fitted effect of over 60% in size
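First, TGR (20 nM dispensed) and NADPH were mixed with compound. Second, a 15 min room-temperature incubation followed. Third, further NADPH and then DTNB were added to start the reaction. Finally, TNB absorbance was monitored kinetically.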
Shiga toxin inh: A qHTS for Small Molecule Inhibitors of Shiga Toxin; Vero cells, Shiga toxin protein synthesis inhibition reporter; inhibition, % at 38.7 µM; actives 9.2% (n = 290,000); in the data active = inhibition mostly above about 28%, no sharp cut-off; inactive = mostly below about 43%; also: 0% is about no effect
Giardia FBPA inh: qHTS Assay for Inhibitors of Fructose-1,6-bisphosphate Aldolase from Giardia Lamblia. purified Giardia FBPA. A8B2U2. actives 0.71% (n = 290,000). Potency, µM (series often up to 59.6 µM), for the others: top-dose activity, negative = inhibition, most hits filed as inhibitors. AID 2451, 2010; also: potency is read from the fitted curve at half-maximal effect; % is scaled to controls: 0 for no effect and ±100 for the full control effect; nearly all actives have a fitted effect of over 55% in size
Target sequence (A8B2U2 whole entry, looked up): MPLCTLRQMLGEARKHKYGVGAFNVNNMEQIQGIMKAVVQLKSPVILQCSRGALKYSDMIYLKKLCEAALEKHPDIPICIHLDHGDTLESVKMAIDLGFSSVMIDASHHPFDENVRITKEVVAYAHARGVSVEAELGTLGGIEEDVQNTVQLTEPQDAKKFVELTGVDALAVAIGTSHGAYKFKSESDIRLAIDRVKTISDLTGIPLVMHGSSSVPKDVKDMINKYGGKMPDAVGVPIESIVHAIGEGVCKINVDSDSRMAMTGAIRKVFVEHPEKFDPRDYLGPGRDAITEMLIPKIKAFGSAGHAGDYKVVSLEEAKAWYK
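40 nM FBPA preincubated 10 min at RT with compound (up to 57.5 uM final), then substrate plus GAPDH/TPI/NAD/arsenate coupling and diaphorase/resazurin added. Fluorescence read after 20 min at RT, 525/598 nm.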
Pf growth 48h: Primary qHTS for delayed death inhibitors of the malarial parasite plastid, 48 hour incubation. actives 5.9% (n = 310,000). Potency, µM (titrated, usually from 28.7 µM), inactives show top-dose activity change, negative = inhibition, usual class: inhibitors. AID 504832, 2011. P. falciparum luciferase growth in erythrocytes, 48 h; also: potency is read from the fitted curve at half-maximal effect; % is scaled to controls: 0 for no effect and ±100 for the full control effect
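First compound was added to culture medium, then infected red cells at 0.1% parasitemia and 2% hematocrit (final). After incubation at 37 C under 5% CO2, luciferase detection reagent was dispensed and light output recorded.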
Cycloheximide cs: Cycloheximide Counterscreen for Small Molecule Inhibitors of Shiga Toxin; cell reporter, cycloheximide protein synthesis inhibition counterscreen; actives 12% (n = 300,000); max response, %; in the data active = max response mostly above about 13%, no sharp cut-off; inactive = mostly below about 14%; also: read at 38.3 µM for the half of the compounds with a filed dose; 0% is about no effect
Pf growth 96h: Primary qHTS for delayed death inhibitors of the malarial parasite plastid, 96 hour incubation; P. falciparum luciferase reporter growth, 96 h; actives 6.9% (n = 320,000); Potency, µM (top dose mostly 28.7 µM), inactives show at the top dose activity change, negative = inhibition, usual class: inhibitors; also: potency is read from the fitted curve at half-maximal effect; % is scaled to controls: 0 for no effect and ±100 for the full control effect
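Parasite growth measured via integrated firefly luciferase reporter in P. falciparum. Infected erythrocytes at 2% hematocrit, 0.05% parasitemia final were treated 96 hours at 37 C under 5% CO2, and luminescence was read.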
Numbers without * were called inactive; ? = inconclusive; · = not tested or not shown; & = joins results of further samples; [ ] = dose if it differs, or a comment. Unless noted, calls follow the shape of the dose curve; as a rule, active = well fitted curve in the direction sought with a large enough effect; inconclusive = small, poorly fitted or top-dose-only effect, or another doubt; inactive = no such curve, though single readings can be large; an effect the other way counts as inactive or inconclusive.

SMILES	Sm TGR inh	Shiga toxin inh	Giardia FBPA inh	Pf growth 48h	Cycloheximide cs	Pf growth 96h
O=C1NC(=O)N(c2ccc(Cl)cc2)C(=O)/C1=C\c1ccc(Sc2nc3ccccc3[nH]2)o1	8.9µM*	-5	-5%	-14%	-3	0%
COCCC(=O)N1CCC(Oc2ccc(C(=O)NCCc3cn[nH]c3)cc2)CC1	-5%	11	·	4%	-2	0%
CC1=CC(=O)C2=C(C)CC[C@@H]3[C@H](OC(=O)[C@H]3C)[C@@H]12	11%	-3	7%	42%[activator]	-4	68%[activator]
Cc1ccccc1-c1nnc(-c2ccc(Cl)cc2)o1	5%	104*	-2%	·	58*	112%[activator]
Cc1nn(C)c(C(=O)N/N=C/c2ccccc2)c1[N+](=O)[O-]	1%	-6	-12%	7%	-2	6%
CCC(C)c1ccc(-c2cc(C(=O)OCC(=O)Nc3cc(C)on3)c3ccccc3n2)cc1 (stereo not drawn)	-8%	24	2%	·	12	144%[activator]
CCN1CCN(CCOc2ccccc2OCc2ccccc2)CC1	·	16	?	-1%	0	-4%
O=C(c1cccnc1)N1CCN(Cc2cccc(Br)c2)CC1	-8%	-17	?	·	9	-9%
Cc1ccc(C)c(S(=O)(=O)N2CCCCC2CCNC(=O)C(=O)NC2CC2)c1 (stereo not drawn)	-1%	·	·	-8%	·	?
CC(=C\c1ccccc1)/C=C1/SC(=S)N(CCC(=O)Nc2ccccn2)C1=O	-11%	9	-9%	?	5	-12%
COc1ccc(/C=N/NC(=O)C2CCN(c3ncc(C(F)(F)F)cc3Cl)CC2)cc1	0%	-8	3%	1%	-3	43%[activator]
O=C(CCC(NC(=O)OCc1ccccc1)C(=O)OCc1ccccc1)NCC(=O)OCc1ccccc1 (stereo not drawn)	0%	-7	0%	13%	-2	6%

Taken from the entries so far for reference:
SMILES	Sm TGR inh	Shiga toxin inh	Giardia FBPA inh	Pf growth 48h	Cycloheximide cs	Pf growth 96h
O=C1NC(=O)N(c2ccc(Cl)cc2)C(=O)/C1=C\c1ccc(Sc2nc3ccccc3[nH]2)o1	8.9µM*	-5	-5%	-14%	-3	0%
COCCC(=O)N1CCC(Oc2ccc(C(=O)NCCc3cn[nH]c3)cc2)CC1	-5%	11	·	4%	-2	0%
CC1=CC(=O)C2=C(C)CC[C@@H]3[C@H](OC(=O)[C@H]3C)[C@@H]12	11%	-3	7%	42%[activator]	-4	68%[activator]
Cc1ccccc1-c1nnc(-c2ccc(Cl)cc2)o1	5%	104*	-2%	·	58*	112%[activator]

(further entries)
SMILES	Sm TGR inh	Shiga toxin inh	Giardia FBPA inh	Pf growth 48h	Cycloheximide cs	Pf growth 96h
Cc1ccc(-n2c(Cc3ccccc3)nnc2SCC(=O)NNC(=O)Cc2ccccc2)cc1	7%	3	7%	-15%	-3	37%[activator]
C=CCNC(=S)N/N=C/c1ccccc1OCCOc1ccccc1	-14%	-4	-23%	?	-2	-5%
Cc1ccc(OCCN2C(=O)c3ccccc3C2=O)cc1	-5%	108*	3%	·	31*	73%[activator]
O=C1NC(c2ccccc2)(C(F)(F)F)SC2=CCCCCN12 (stereo not drawn)	25µM*	7	-8%	0%	-1	?
CCN1CCN(c2c(Cl)cccc2NC(=O)c2ccc(Br)o2)CC1	-5%	-13	1%	0%	-4	·
Cc1ccc(S(=O)(=O)N/N=c2\sc3ccccc3n2C)cc1	-6%	-11	6%	7%	-7	-12%
NC(=O)C1CCCN1S(=O)(=O)c1ccc2ccccc2c1 (stereo not drawn)	0%	-20	·	21%	-2	?
COc1ccccc1CC(=O)N1CCN(c2ccccc2)CC1	-26%	-1	7%	19%	-3	?
Cc1nc2ccc(NC(=O)N3CCCCC3)cc2s1	-10%	41*	-7%	31%[activator]	28*	·
COC(=O)c1ccc(C)c(NC(=O)c2ccc(Cn3cc([N+](=O)[O-])cn3)o2)c1	-3%	6	2%	-1%	-4	-16%
COc1ccc(C(=O)COC(=O)Cn2[nH]c(=O)c3ccccc3c2=O)c(OC)c1	-6%	·	·	-17%	·	20%
Cc1ccc(C2CC(=O)C=C(NCc3ccccc3)C2)cc1 (stereo not drawn)	-15%	18	4%	3%	-4	11%
Cc1onc(-c2ccccc2)c1C(=O)Nc1ccc(S(=O)(=O)NC2=NCCCCC2)cc1	0%	-16	3%	11%	-7	29%
COc1cc(NC(=O)CN2C(=O)NC(C)(CC(C)C)C2=O)cc(OC)c1 (stereo not drawn)	2%	14	0%	?	-3	-8%
COc1ccc(-c2[nH]ncc2-c2cscn2)c(O)c1	11%	-7	-5%	8%	1	4%
O=C(COc1cccc2cccnc12)Nc1ccccc1	3%	56	1%	118%[activator]	34*	-10%
O=C(NC(=S)NCc1ccc(-c2nc3ccccc3s2)cc1)c1ccco1	2%	64*	2%	185%[activator]	30*	15µM*
CCCNC(=O)c1[nH]c(C)c(C(=O)OCC)c1C	-4%	-2	-1%	26%	10	43%[activator]
COc1ccccc1-c1nnc(SC(C)C(=O)O)n1-c1ccccc1 (stereo not drawn)	·	-5	2%	-7%	1	5%
Fc1ccc(C2CC(c3ccc(F)cc3)n3ncnc3N2)cc1 (stereo not drawn)	0%	-13	4%	?	10	-25%
CCOc1ccc(Nc2nc(N)c3ccccc3n2)cc1	-3%	11	?	?	0	?
O=C(COC(=O)c1ccco1)Nc1nc2c(F)c(F)c(F)cc2s1	-3%	-5	2%	40%[activator]	2	27%
Cc1ccc(NC(=O)Cn2c([N+](=O)[O-])cnc2C)cc1Cl	-8%	14	-3%	13%	-1	49%[activator]
O=C(Nc1ccon1)c1ccc(S(=O)(=O)N2CCOCC2)cc1	13%	-10	3%	-9%	1	28%
CN(C)C(=O)CN1c2cccc3cccc(c23)S1(=O)=O	-5%	5	0%	14%	4	52%[activator]
Cc1ccccc1CCNC(=O)C1CCC(=O)N(Cc2ccc(Cl)cc2)C1 (stereo not drawn)	9%	13	·	3%	7	?
CCOC(=O)c1cnc(SC2CC(=O)N(c3ccccc3)C2=O)nc1N (stereo not drawn)	-69%	-17	4%	35%[activator]	-1	6%
CCN(CC)CCN1C(=O)C(=O)/C(=C(/O)c2ccc(OC)cc2)C1c1ccco1 (stereo not drawn)	40µM*	46	-7%	-6%	13	0.93µM*
Cc1cccc(NC(=O)C(c2ccccc2Cl)N2CCOCC2)c1 (stereo not drawn)	-4%	2	4%	12µM*	11	15µM*
CCCN(CC(=O)Nc1ccccc1OC)C(=O)c1ccc2ncsc2c1	-16%	·	·	?	·	-28%
COc1cccc(NC(=O)CN(C)C(=O)CCC(=O)c2cc(C)sc2C)c1	-3%	·	·	18%	·	10%
Cc1cc(NC(=O)COC(=O)CSCc2ccc(Cl)c(Cl)c2)no1	7%	-44	-7%	16%	1	-2%[5.75 µM]
COc1ccc(C2=C/C(=C\c3cccc(OC(C)=O)c3)C(=O)O2)cc1	-34%	34	0%	18%	24*	?
CCS(=O)(=O)n1nc(-c2ccc(Cl)cc2)nc1N	-7%	30	6%	33%[activator]	15	-13%
O=C(COC(=O)CCc1c[nH]c2ccccc12)NCc1ccccc1	-16%	-3	-1%	0%	2	27%
O=C(COC(=O)Cc1c(F)cccc1Cl)Nc1nnc(-c2ccccc2)o1	1%	·	·	1%	·	5%
CCC(C)C(NC(=O)C(C)NC(=O)CNC(=O)OC(C)(C)C)C(N)=O (stereo not drawn)	7%	-14	4%	3%	-2	30%[activator]
CCN(CC)CCCN(C(=O)c1ccc(Br)cc1)c1nc(-c2ccc(OC)cc2)cs1	-3%	-2	-25%	?	-8	-28%
O=S(=O)(NCCSCc1ccc(Cl)cc1Cl)c1ccc2c(c1)OCCO2	5%	-7	-7%	5%	-3	29%
Clc1cccc(Cl)c1Cn1cnc2c(N3CCCCCC3)ncnc21	-2%	-13	-1%	10µM*	-1	·
Cc1ccc(-n2c(C)csc2=N)cc1	-7%	55*	-13%	·	56*	437%[activator]
CCOc1ccc(C(=O)n2cc(C(=O)OC)c3ccccc32)cc1	5%	16	3%	3%	-3	4%
CN(C(=O)CSc1nnc(-c2c[nH]c3ccccc23)n1C1CC1)C1CCS(=O)(=O)C1 (stereo not drawn)	3%	·	·	-11%	·	?
NC(=O)C1=C[C@@H](c2csc3ccccc23)C[C@@H](OCCCCO)O1	-30%	-6	?	8%	-2	10%
c1cnn(-c2cc(N3CCOCC3)ncn2)c1	-12%	0	-2%	28%	-1	6%[5.75 µM]
COc1ccc(C(=O)OCCNC(=O)c2ccncc2)cc1OC	0%	10	1%	8%	0	61%[activator]
N#CCc1nnc2n1-c1ccccc1CCC2	4%	2	9%	2%	-1	200%[activator]
O=C(Nc1ccccc1N1CCCCC1)c1cccc(Cl)c1	-5%	2	-2%	-17%	-3	8%
CCSc1nc(C)c(C(C)=O)cc1C#N	-26%	-12	0%	·	-3	-32%
O=C(C1CCCN1S(=O)(=O)c1ccc(Cl)c(Cl)c1)N1CCCCC1 (stereo not drawn)	-1%	-19	?	13%	-5	?
Cc1ccc(C(CNS(=O)(=O)c2ccc(C)cc2)N2CCN(C)CC2)cc1 (stereo not drawn)	1%	·	·	?	·	8%
CN(Cc1cccc(F)c1)C(=O)CNS(=O)(=O)c1ccc2ccccc2c1	-13%	24	12%	9%	-3	35%[activator]
Cc1onc(-c2c(F)cccc2Cl)c1C(=O)N1CCN(c2ncc(Br)cn2)CC1	8%	-3	14%	-24%	1	?
O=C(CC12CC3CC(CC(C3)C1)C2)Nc1c(F)cccc1F	12%	3	9%	3%[0.00184 µM]	-6	12%
CN(C)/C=C(/C(=O)c1ccc(Cl)cc1)n1cncn1	3%	-12	2%	268%[activator]	6	30%[activator]
COc1ccc(CNC(=O)CCS(=O)(=O)c2ccc3c(c2)CC(C)N3C(=O)C2CC2)cc1 (stereo not drawn)	2%&-1%	-1	·	-14%	4	38%[activator]
CN(C)c1ccc(C(=S)N2CCCCC2)cc1	8%	37*	1%	30%	23*	5%
O=C(N/N=C/c1ccc(-c2ccccc2Cl)o1)c1ccccc1	9%	69*	1%	?	32*	-5%
Cn1nccc1C(=O)Oc1cccc(/C=N/NC(=O)c2ccccc2O)c1	9%	33*	5%	9%	18	37%[activator]
CCCCCC(=O)Nc1cccc(-c2nc3ncccc3o2)c1	-25%	2	0%	?	18	·

Next entries.
SMILES	Sm TGR inh	Shiga toxin inh	Giardia FBPA inh	Pf growth 48h	Cycloheximide cs	Pf growth 96h
COC(=O)c1cc(Br)c(=O)n(CCc2ccccc2)c1	-15%	-9	-2%	29%	17	9%[5.75 µM]
Nc1cc(Cl)ccc1C(=O)OCC(=O)N1CCOCC1	-1%	25	8%	35%[activator]	21*	29%
Cc1ncc(CO)c(/C=N/NC(=S)Nc2ccc(Cl)c(Cl)c2)c1O	-24%	6	-7%	?	-3	?
CCn1c(SCC(=O)N2CCCc3ccccc32)nc2c1c(=O)n(C)c(=O)n2C	2%	-10	-2%	-6%	2	?
CCCCCCn1c(=O)c(C(=O)Nc2nnc(C)s2)c(O)c2ccccc21	-2%[57.1 µM]	-17	4%	5%	-2	-29%
O=C(COC(=O)/C=C/c1cccc(Cl)c1)Nc1cccc(S(=O)(=O)NC2=NCCC2)c1	-4%	·	·	-3%	·	-18%
c1ccc(Nc2ccc(Nc3ccccc3)cc2)cc1	?	·	·	-15%	·	?
Cc1nn(S(=O)(=O)c2ccccc2)c(C)c1S(=O)(=O)N1CCOCC1	-18%	21	·	9%	6	-27%
Cc1onc(-c2ccccc2)c1NC(=O)N(CCC(=O)O)Cc1ccccc1	8%	-8	10%	63%[activator]	-1	-14%
